KDM5B inh – blocks human KDM5B histone demethylase activity; Q9UGL1; KDM5B demethylase, FDH-coupled NADH fluorescence (FDH is formaldehyde dehydrogenase); Potency, µM (series often up to 57.7 µM), inactives show at the highest dose activity change, negative = inhibition, actives largely listed as inhibitors; hit rate 2.6% among 220,000; AID 1347165; active = well fitted inhibition curve with a large enough effect; inconclusive = small, poorly fitted or top-dose-only effect; inactive = no such curve, though single readings can be large or run the other way; note: 0% is about no effect; nearly all actives have a fitted effect of over 70% in size
Target sequence (Q9UGL1 whole entry, looked up): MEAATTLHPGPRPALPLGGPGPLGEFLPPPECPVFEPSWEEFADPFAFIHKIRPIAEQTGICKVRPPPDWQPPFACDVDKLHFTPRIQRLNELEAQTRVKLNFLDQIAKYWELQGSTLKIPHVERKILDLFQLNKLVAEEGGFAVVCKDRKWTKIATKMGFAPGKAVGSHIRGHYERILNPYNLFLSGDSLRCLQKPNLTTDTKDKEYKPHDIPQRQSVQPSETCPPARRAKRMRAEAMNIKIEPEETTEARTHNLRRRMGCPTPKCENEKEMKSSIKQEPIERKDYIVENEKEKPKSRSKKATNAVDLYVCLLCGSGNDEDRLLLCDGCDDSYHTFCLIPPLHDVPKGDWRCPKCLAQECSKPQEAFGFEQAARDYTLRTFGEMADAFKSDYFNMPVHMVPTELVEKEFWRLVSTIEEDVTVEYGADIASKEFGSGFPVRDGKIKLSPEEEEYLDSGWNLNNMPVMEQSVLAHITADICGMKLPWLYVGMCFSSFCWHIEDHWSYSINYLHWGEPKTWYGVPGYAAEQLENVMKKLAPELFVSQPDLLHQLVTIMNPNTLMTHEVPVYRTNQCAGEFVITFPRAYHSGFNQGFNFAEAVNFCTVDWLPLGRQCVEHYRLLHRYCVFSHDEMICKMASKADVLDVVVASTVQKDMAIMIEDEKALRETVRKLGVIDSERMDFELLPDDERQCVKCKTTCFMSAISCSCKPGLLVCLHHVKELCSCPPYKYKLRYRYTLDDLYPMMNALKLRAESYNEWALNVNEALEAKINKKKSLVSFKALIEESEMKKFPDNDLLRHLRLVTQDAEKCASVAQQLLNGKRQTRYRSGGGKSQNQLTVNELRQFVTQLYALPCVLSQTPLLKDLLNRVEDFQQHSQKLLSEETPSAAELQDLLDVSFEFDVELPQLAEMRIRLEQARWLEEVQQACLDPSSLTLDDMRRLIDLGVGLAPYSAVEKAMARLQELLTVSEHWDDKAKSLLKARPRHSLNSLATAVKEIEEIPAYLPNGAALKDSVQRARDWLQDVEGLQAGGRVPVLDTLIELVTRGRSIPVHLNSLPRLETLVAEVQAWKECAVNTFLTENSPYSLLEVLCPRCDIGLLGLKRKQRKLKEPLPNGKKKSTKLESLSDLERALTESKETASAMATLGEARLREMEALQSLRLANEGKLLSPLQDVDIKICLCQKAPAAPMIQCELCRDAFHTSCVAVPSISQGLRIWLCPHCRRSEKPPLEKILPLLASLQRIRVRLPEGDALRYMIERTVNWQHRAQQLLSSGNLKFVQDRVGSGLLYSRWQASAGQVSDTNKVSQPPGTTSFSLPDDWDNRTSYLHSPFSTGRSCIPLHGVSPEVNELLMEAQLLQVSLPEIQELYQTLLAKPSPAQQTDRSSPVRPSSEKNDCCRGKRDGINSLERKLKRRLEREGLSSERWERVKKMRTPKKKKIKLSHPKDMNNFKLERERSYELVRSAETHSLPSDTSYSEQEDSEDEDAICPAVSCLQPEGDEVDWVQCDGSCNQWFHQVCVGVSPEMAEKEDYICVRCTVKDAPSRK
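qHTS format, multiple compound concentrations. Buffer 50 mM HEPES pH 7.5/0.01% Tween-20; 200 nM KDM5BΔAP final; 10 min compound preincubation; substrate-mix levels 12.5 µM peptide, 25 µM α-KG, 0.25 mM NAD⁺; 30 min RT; ΔRFU.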
Starred values were filed as active, the others as inactive; ? = inconclusive; [ ] = another dose, or the depositor's remark. Potency is the fitted concentration of half-maximal effect.

SMILES | KDM5B inh
CCC(c1cccs1)N1C(=O)[C@H]2CN(S(=O)(=O)c3ccc(C)cc3C)C[C@H]2C1=O (stereo partly drawn) | -9%
O=C(Cn1c(=O)nc(-c2ccccc2)c2ccccc21)Nc1ccc(Cl)c(C(F)(F)F)c1 | 11%
CCCCCCCCN1C(=O)[C@@H](CC(=O)N2CCN(C(=O)OCC)CC2)C[C@@]2(C(=O)OC)C1=C[C@H](COCc1ccccc1)O[C@@H]2C | -29%
Brc1ccc(CN2CCCCCC2)cc1 | ?
N#CC1(NC(=O)CNc2cccc(-c3nnnn3C3CC3)c2)CCCC1 | 12%
O=C(c1ccco1)N1C[C@@H]2C(CN(CC#Cc3ccccc3)C3CC3)[C@@H]2C1 (stereo partly drawn) | ?
CCc1ccc(-c2cn3c(n2)sc2cc(C(=O)NCCCc4ccccc4)ccc23)cc1 | ?
CCOC(=O)c1c(C)oc2nc(C)nc(NCCc3ccc(Cl)cc3)c12 | -2%
CN(C)CCCNC(=O)c1cc(-c2ccccc2)nc2ccccc12 | ?
Cc1ccc(C(=O)NC2CCN(c3cc(-c4ccccc4)[nH]n3)CC2)cc1F | -6%
O=C1NCCN(Cc2cccnc2)C1CC(=O)N(Cc1ccccc1)CC1CCC1 (stereo not drawn) | -2%
OCc1cccc(Nc2ncnc3sccc23)c1 | -21%
C#CCN(C)C[C@@H]1C=C(C)[C@H](Cc2nnc(-c3ccccc3F)o2)C[C@H]1C(C)C | 35µM*
Nc1ccc(C(=O)O)cn1 | -15%
O=C(Cc1ccc(Cl)cc1)N1CCN(c2nnc3ccccn23)CC1 | 25µM*
CCOc1ccccc1NC(=O)C1c2ccccc2C(=O)N(CCOC)C12CCCCC2 (stereo not drawn) | -16%
CN(C)C(=O)C1CN(C(=O)c2ccncc2)CC12CCOCC2 (stereo not drawn) | 22%
Cc1[nH]c(C(=O)N2CCC(CC(=O)NCc3ccc4c(c3)OCO4)CC2)c(C)c1C(=O)OC(C)C | 7%
Cc1ccc(-c2cnc(CCC(=O)Nc3nc(C)cs3)o2)cc1 | -8%
CCOP(=O)(OCC)/C(C#N)=C(\O)c1ccc(OC)cc1 | -21%
CN(C)CCOC(=O)NCCCCNC(=O)OCCN(C)C | -16%
O=C1[C@@H]2CSC(c3ccc(C(F)(F)F)cc3)N2C(=O)N1c1ccccc1 (stereo partly drawn) | -3%
NC(=O)C1=CN(Cc2ccc(Cl)cc2)CCC1C(F)(F)F (stereo not drawn) | -5%
COc1cc(CN2CCC3(CCNCC3)C2)cc(OC)c1OC | -3%

At a glance, 6 of the compounds above.
SMILES | KDM5B inh
C#CCN(C)C[C@@H]1C=C(C)[C@H](Cc2nnc(-c3ccccc3F)o2)C[C@H]1C(C)C | 35µM*
Nc1ccc(C(=O)O)cn1 | -15%
O=C(Cc1ccc(Cl)cc1)N1CCN(c2nnc3ccccn23)CC1 | 25µM*
CCOc1ccccc1NC(=O)C1c2ccccc2C(=O)N(CCOC)C12CCCCC2 (stereo not drawn) | -16%
CN(C)C(=O)C1CN(C(=O)c2ccncc2)CC12CCOCC2 (stereo not drawn) | 22%
Cc1[nH]c(C(=O)N2CCC(CC(=O)NCc3ccc4c(c3)OCO4)CC2)c(C)c1C(=O)OC(C)C | 7%

Next part.
SMILES | KDM5B inh
CCO[C@H]1CN(C2CN(S(=O)(=O)c3ccc(C)cc3)C2)C[C@@H]1O | -19%
CN(C)S(=O)(=O)c1cccc(NC(=O)c2nc(-c3ccccc3)n(-c3ccccc3)n2)c1 | ?
Cc1ccc(-n2c(C)c(C)c3c(NCCCO)ncnc32)cc1 | 8%
CCOC(=O)c1c(C)c(-c2ccccc2)n(CC(=O)NC(CC)Cc2ccccc2)c1C (stereo not drawn) | -5%
COc1ccc(NC(=O)c2oc3ccc(S(=O)(=O)N4CCC5(CC4)OCCO5)cc3c2C)cc1Cl | -28%
O=C(NCc1ccc(F)cc1)C(c1ccccc1)N(C(=O)c1csnn1)C1CCCC1 (stereo not drawn) | 0%
CC(C)c1ccc(NC(=O)c2cn(C3CCCC3)c(=O)c3c2c2ccccc2n3C)cc1 | 2%
CC(=O)NCc1ccc(C(=O)OC(C)C(=O)C23CC4CC(CC(C4)C2)C3)cc1 (stereo not drawn) | 22%
O=C(c1ccc(F)cc1)N1CCC2(CC1)CC(N(Cc1ccccc1)C1CC1)CCO2 (stereo not drawn) | 3%
Cc1ccc2oc([C@H]3CCN(Cc4cccc(Cl)c4)C3)nc2c1 | ?
c1ccc(N2CCN(c3cc4c(cn3)CN(Cc3ccncc3)CCN4)CC2)nc1 | -7%[86.2 µM]
O=C(Nc1ccc2c(c1)CCC2)c1cccc(OC(F)F)c1 | -7%
CC(C)CCNC(=O)c1cnc2n1CCN(Cc1ccc3[nH]ccc3c1)CC2 | -17%[86.2 µM]
COc1ccc(-c2cc(N3CCC(NC(=O)c4cc(C)cc(C)c4)C3)n[nH]2)cc1 (stereo not drawn) | ?
COc1ccc(S(=O)(=O)n2nc(-c3ccco3)nc2NCc2ccc(OC)c(OC)c2)cc1 | -4%
Cc1cc(NC(=O)C(C)C)ccc1Br | 23%
COc1ccc(CC(=O)N2[C@@H]3CC[C@H]2CC(NC(=O)c2cnc(C)cn2)C3)cc1OC (stereo partly drawn) | -12%
CN(C)c1cccc(NC(=O)Cc2c[nH]c3ncc(-c4cnn(C)c4)cc23)c1 | ?
CCCNC(=O)N1CCOC[C@H](Oc2ccccc2)C1 | 13%[115 µM]
COc1cc(OC)c(NC(=O)CSCc2cc(=O)n3ccccc3n2)cc1Cl | 6%
Cc1cc(/C=C(/C#N)C(=O)OC(C)C)cc(C)c1OC(F)F | -10%
CCC(=O)N1CCC2(CC1)C(OC)C(=O)N2CC1CC1 (stereo not drawn) | -5%
CCOc1ccc(-n2nc(C(=O)Nc3cccc(C(F)(F)F)c3)c3ccccc3c2=O)cc1 | 3%
O=C(Nc1nccs1)C12CC3CC(CC(C3)C1)C2 | 10%
CCc1nnc(NC(=O)CCc2ncc(-c3ccccc3Cl)o2)s1 | -10%
Cc1ccc(C)c(C(=O)CSc2cccc3cccnc23)c1 | -10%
O=C(CCCN1C(=O)C2CC=CCC2C1=O)Nc1ccccc1Cl (stereo not drawn) | 6%
CCc1noc(-c2ccn3c(CNC(=O)CCC4CCCC4)nnc3c2)n1 | 4.5µM*
CC(N)c1ccncc1 (stereo not drawn) | -23%
O=C(C1COc2cc(S(=O)(=O)NCc3ccc4c(c3)OCO4)ccc2O1)N1CCCCC1 (stereo not drawn) | -10%
COc1ccc(-c2noc([C@@H]3CCCN3C(=O)CCCc3ccccc3)n2)cc1OC | -13%
c1ccc2ncc(CNC[C@H]3Cn4c(-c5ccc6c(c5)OCCO6)cnc4CO3)cc2c1 | -19%[86.2 µM]
CCOc1ccc(CCNC(=O)CN2C(=O)COc3ccc(S(=O)(=O)N4CCCC4)cc32)cc1 | 9%
COc1ccc(N(CC(=O)NCc2ccc3c(c2)OCO3)S(=O)(=O)c2ccccc2[N+](=O)[O-])c(OC)c1 | -6%
CCNC(=O)[C@@H]1C[C@@H](NC(=O)CN2CCOCC2)CN1Cc1ccc(C)o1 | -20%
COc1ccc(C)cc1NC(=O)/C=C/c1nc2ccccc2o1 | -17%
CCCCSc1nnc(NC(=O)c2cc(=O)c3ccccc3o2)s1 | 6%
Cc1noc(C(C)C)c1C(=O)NCc1cccnc1OC1CCCC1 | 19%
O=C(NC1CCCCC1)N[C@H]1[C@H](O)[C@@H](N2CCCCC2)[C@@H]2OC[C@H]1O2 | ?
COc1ccc(NC(=O)c2ncoc2-c2cccc(Cl)c2)c(OC)c1 | 25%
COc1cc(OC)cc(C(=O)NCCCNC(=O)c2ccccn2)c1 | 6%
Cc1cccc(-c2cccc(CN)c2)c1 | 6%[149 µM]
CCN(CC)CC(C)(C)NS(=O)(=O)c1ccc(Cl)cc1 | 10%
Cc1nn2c(c1-c1ccccc1C(N)=O)N(C(=O)Cc1cccc(F)c1)CCC2 | -22%[86.2 µM]
CC(=O)Nc1ccc(S(=O)(=O)N2CCC(Oc3ccc(-n4cnnn4)cc3)CC2)cc1 | -4%
Cc1cccc(CN2C(=O)c3ccccc3S(=O)(=O)c3ccc(C(=O)N4CCCC4)cc32)c1 | -7%
COc1ccccc1C(=O)Nc1nc(-c2ccc(Br)cc2)ns1 | ?
CCCCOc1ccc(NC(=O)COc2ccccc2C)c2cccnc12 | ?
Cc1cccc(Nc2ncnc3c2cnn3C)c1C | -30%
COCCn1ncc(N2CCCC(CC(=O)NCCc3ccccc3)C2)cc1=O (stereo not drawn) | -22%
CN(CCC(O)c1ccccc1)C(=O)c1ccc2oc(-c3cccc(F)c3)nc2c1 (stereo not drawn) | 22µM*
CCO[C@H]1CN(C(=O)CN(c2cccc(C)c2)S(C)(=O)=O)C[C@@H]1O | -24%
O=C(Cn1c(-c2ccccc2)cc2ccccc21)N1CCCC1 | ?
Nn1c(SCc2cccc(Br)c2)nnc1-c1ccncc1 | 16%
CC(=O)c1cccc(NC(=O)CCc2c(C)c3ccc(O)cc3oc2=O)c1 | ?
COc1ccc(NC(=O)c2ccc(F)c(F)c2)c2ccccc12 | 12%
CCNC(=O)N[C@H]1CC[C@]2(C)CCC([C@H](C)C(=O)NCc3ccccc3OC)[C@H](O)[C@H]2[C@@H]1C (stereo partly drawn) | -21%
Cc1noc(-c2nc(-c3ccc(N(C)C)cc3)no2)n1 | 12%
Cc1ccc(CNC(=O)Cn2nc(N3CCN(c4ccccc4)CC3)ccc2=O)cc1 | -12%
CC[C@H]1CN(C(C)=O)CC[C@H]1CC(=O)Nc1nccs1 | ?
Further results
SMILES | KDM5B inh
CCCn1c2ccccc2c2cnn(CC(=O)N(CCCOC(C)C)Cc3ccco3)c(=O)c21 | ?
O=C(NCCc1ccccc1)[C@@H]1C[C@H](c2ccc(F)cc2)N([S+](=O)([O-])C2CC2)C1 | 19%[86.2 µM]
CN(C)S(=O)(=O)c1ccc(CN)s1 | -2%
Cc1cc(C)c(S(=O)(=O)c2nnn3c2nc(NCCCOC(C)C)c2ccccc23)c(C)c1 | -16%[115 µM]
Cc1ccc(-n2c(C3CCN(C(=O)COc4cccc(C)c4)CC3)n[nH]c2=O)cc1 | -3%
O=C(c1ccc(=O)[nH]n1)N1CCCC(c2ccn[nH]2)C1 (stereo not drawn) | 20%
COc1ncccc1-c1nccc2c(=O)cc(-c3ccncc3)oc12 | -7%[86.2 µM]
CC1(C)CC(NC(=O)CCC2CCCCC2)CC(C)(CNC(=O)CCC2CCCCC2)C1 (stereo not drawn) | 24%
CCC(CC)NC(=O)c1cccc(Cl)c1 | 23%
Cc1ccc(S(=O)(=O)N2CCC(C(=O)Nc3nc4c(s3)CCCC4)CC2)cc1C | 14%
Cc1ccccc1S(=O)(=O)Cc1ccc(C(=O)NC2CCC(C)CC2)o1 (stereo not drawn) | 5%
CC(C)COc1ccc(C2=NC(c3ccncc3)=Nc3ccc(F)cc3N2)cc1 | -3%

The list goes on; it opens with the six that closed the last part.
SMILES | KDM5B inh
COc1ncccc1-c1nccc2c(=O)cc(-c3ccncc3)oc12 | -7%[86.2 µM]
CC1(C)CC(NC(=O)CCC2CCCCC2)CC(C)(CNC(=O)CCC2CCCCC2)C1 (stereo not drawn) | 24%
CCC(CC)NC(=O)c1cccc(Cl)c1 | 23%
Cc1ccc(S(=O)(=O)N2CCC(C(=O)Nc3nc4c(s3)CCCC4)CC2)cc1C | 14%
Cc1ccccc1S(=O)(=O)Cc1ccc(C(=O)NC2CCC(C)CC2)o1 (stereo not drawn) | 5%
CC(C)COc1ccc(C2=NC(c3ccncc3)=Nc3ccc(F)cc3N2)cc1 | -3%
CCN(Cc1ccccc1)S(=O)(=O)c1ccc(N2CCCCS2(=O)=O)cc1 | ?
C=CCNc1nc2c(c(=O)n(C)c(=O)n2C)n1CC | 13%
CCN(CC)c1ccc(C2Nc3ccccc3-c3cc(C)nn32)cc1 (stereo not drawn) | 8%
O=C(N1CCC2(CCNCC2)CC1)C1(S(=O)(=O)c2ccccc2)CC1 | 17%
COc1cccc(-c2cc(C(F)(F)F)nc(NCc3ccc(F)cc3)n2)c1 | ?
Cc1noc(C)c1C(=O)N1CCCC2(Cc3ccccc3CN2C(=O)C2CCCC2)C1 (stereo not drawn) | 2%[149 µM]
Cc1nn2c(c1-c1ccccc1C(C)C)N(C(=O)CCc1cccnc1)CCC2 | 0%[86.2 µM]
O=C(N/N=C/c1c(Cl)[nH]c2ccccc12)c1ccc2c(c1)OCCO2 | ?
COC(=O)C(C)Oc1ccc2c(=O)c(-c3ccc(Br)cc3)c(C)oc2c1 (stereo not drawn) | 4%
Cc1csc(CNC(=O)c2cccnc2)n1 | 0%
CC(Cc1ccco1)NC(=O)c1ccc(Cl)c(S(C)(=O)=O)c1 (stereo not drawn) | 9%
C#CCNC(=O)C1CCc2nnc(CNC(=O)Nc3cccnc3)n21 (stereo not drawn) | 1%[149 µM]

Pulled by compound from the list above, two records:
SMILES | KDM5B inh
Cc1noc(C)c1C(=O)N1CCCC2(Cc3ccccc3CN2C(=O)C2CCCC2)C1 (stereo not drawn) | 2%[149 µM]
COC(=O)C(C)Oc1ccc2c(=O)c(-c3ccc(Br)cc3)c(C)oc2c1 (stereo not drawn) | 4%

Continuation.
SMILES | KDM5B inh
CC(=O)Nc1cccc(OCC2CN(Cc3cccc(C(F)(F)F)c3)C(=O)c3c(ccnc3-c3ccc(OCC(=O)O)cc3)O2)c1 (stereo not drawn) | -27%
COC1C(=O)N(C2CCN(C(=O)c3cc4ccccc4[nH]3)CC2)C12CCOCC2 (stereo not drawn) | 6%
COc1ccc(C(=O)N2CCCC3(C2)Nc2cccnc2NC3=NC2CCCC2)cc1F (stereo not drawn) | ?
C=CCNCc1ccc(-c2cccc(C(F)(F)F)c2)o1 | 8%
Cc1ccn2c(NC3CCCC3)c(-c3ccncc3)nc2c1 | -3%
Cn1ccnc1CNC(=O)C[C@@H]1C[C@H]2O[C@H](CNC3CCNCC3)[C@@H](O)[C@H]2O1 | -36%

Only part of the results is shown; count on the stated rates, not on these rows.
